TDP43 rescue: inhibitors of TDP-43 toxicity in yeast; actives 1.8% (n = 410,000); TDP-43 expressing yeast growth rescue, BacTiter-Glo, 24 h; Potency, µM (series often up to 46.1 µM), for inactives: top-dose growth rescue (activation), actives largely listed as activators; also: % of control where 0% means no effect; nearly all actives have a fitted effect of over 50% in size
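Yeast cells expressing TDP-43 under galactose induction are exposed to compounds for 24 hr at 30 deg C. BacTiter-Glo luminescence measures growth, so protective compounds score as activators.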
HT1080NT lethal: kills 2HG-producing HT-1080-NT fibrosarcoma cells | Potency, µM (doses to about 46.1 µM), for inactives: at the top dose activity, negative = less viability, actives largely listed as cytotoxic | HT-1080-NT fibrosarcoma viability, CellTiter-Glo ATP luminescence, 48 h | actives 1.6% (n = 360,000);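 also: NT is the 2HG producing partner of a matched IDH1 knockdown line; 0% = DMSO-treated cells and -100% = media-only wells without cells; nearly all actives have a fitted effect of over 55% in size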
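Luminescent CellTiter-Glo readout after 48 hours of compound exposure at 37 degrees C defined viability of HT-1080-NT cells. Activity was normalized to DMSO wells and cell-free media wells; concentration-response curves were fitted and assigned curve classes.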
HEK293 tox: cytotoxicity in counter-screen for GLP-1R inverse agonists | Potency, µM (top dose mostly 38.3 µM), for inactives: at the top dose activity change, negative = inhibition, hits mostly inhibitors | HEK293 cAMP-luciferase reporter cells, luminescence, 24 h | actives 0.13% (n = 410,000);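 also: loss of luciferase light is scored as toxicity; % is scaled to controls: 0 for no effect and ±100 for the full control effect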
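Cells in DMEM/10% Nu serum/1% pen-strep, 1536-well format. Pre-incubated 12 h, dosed with 23 nL compound, incubated a further 24 h. Luciferase detection, 12 min at room temp, luminescence.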
HT1080 IDH1KD tx: toxicity to HT-1080 IDH1 knockdown cells (counter line) | HT-1080 IDH1 knockdown viability, ATP luminescence, 48 h | actives 2% (n = 360,000) | Potency, µM (highest dose often 46.1 µM), without a hit: top-dose activity, negative = toxicity, most hits filed as cytotoxic;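 also: 0% = DMSO wells and -100% = cell-free medium wells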
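Assay cells: HT-1080 with IDH1 knockdown, 750 per well, RPMI/5% FBS. Exposure: 48 h at 37 °C following 2 h pre-incubation. Read: CellTiter-Glo luminescence; fitted concentration-response, curve class assigned.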
GLP-1R inv ag: GLP-1 receptor (human) inverse agonism; actives 1.6% (n = 410,000); Potency, µM (doses to about 38.3 µM), for the others: top-dose activity change, negative = inhibition, usual class: inhibitors; HEK293 GLP-1R CRE-luciferase, luminescence, 24 h; GLP-1R form is constitutively active; P43220; also: % is scaled to controls: 0 for no effect and ±100 for the full control effect; nearly all actives have a fitted effect of over 55% in size
Target sequence (P43220 whole entry, looked up): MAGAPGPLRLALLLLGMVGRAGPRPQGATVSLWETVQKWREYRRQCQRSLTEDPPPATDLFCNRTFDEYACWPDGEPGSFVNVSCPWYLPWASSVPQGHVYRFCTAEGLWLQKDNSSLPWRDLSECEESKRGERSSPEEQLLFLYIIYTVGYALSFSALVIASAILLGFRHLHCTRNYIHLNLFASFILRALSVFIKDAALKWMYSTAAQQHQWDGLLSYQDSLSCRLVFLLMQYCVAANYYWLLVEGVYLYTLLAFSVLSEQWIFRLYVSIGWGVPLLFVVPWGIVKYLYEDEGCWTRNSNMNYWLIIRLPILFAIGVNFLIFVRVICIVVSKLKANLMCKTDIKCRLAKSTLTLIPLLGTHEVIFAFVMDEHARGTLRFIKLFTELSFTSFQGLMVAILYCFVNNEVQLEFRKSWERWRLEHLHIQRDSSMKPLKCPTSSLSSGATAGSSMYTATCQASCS
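Luminescence readout: a drop in cAMP-driven luciferase signal flags inverse agonism at a constitutively active GLP-1R stably expressed in HEK293. Compound exposure lasted 24 hr at 37 deg C, 5% CO2.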
KB-V1 MDR tox: KB-V1 MDR subline cytotoxicity; AID 1347076; KB-V1 MDR cells viability, CellTiter-Glo, 72 h; Potency, µM (titrated, usually from 46.1 µM), without a hit: at the top dose activity change, negative = cytotoxicity, most hits filed as cytotoxic; actives 3.4% (n = 400,000); also: % is scaled to controls: 0 for no effect and ±100 for the full control effect; nearly all actives have a fitted effect of over 60% in size
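Drug-selected KB-V1 cells, grown in DMEM lacking phenol red with 10% FBS, receive compound titrations; after three days at 37 degrees C, surviving cell ATP is quantified by CellTiter-Glo luminescence and responses normalized and curve-fitted.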
GLP1R ag: GLP-1 receptor (human) agonism; AID 624172; actives 0.007% (n = 380,000); Potency, µM (doses to about 45.6 µM), for inactives: at the top dose activation, most hits filed as activators; HEK293 GLP-1R CRE-luciferase, luminescence, 4-6 h; cells express a hypersensitive GLP-1R form; P43220; also: % of control where 0% means no effect
KB-3-1 tox: kills parental KB-3-1 adenocarcinoma cells; KB-3-1 viability, CellTiter-Glo ATP luminescence, 72 h; Potency, µM (series often up to 46.1 µM), without a hit: top-dose activity change, negative = cytotoxic, hits mostly cytotoxic; actives 1.4% (n = 400,000); also: % is scaled to controls: 0 for no effect and ±100 for the full control effect; nearly all actives have a fitted effect of over 60% in size
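Parental KB-3-1 adenocarcinoma cells in phenol-red-free DMEM with 10% FBS were pin-treated with compounds at several concentrations, incubated 72 h at 37 °C, and viability read by CellTiter-Glo luminescence; concentration-effect curves were fitted after normalization.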
SW480 rereplic: DNA re-replication induction in SW480 cells; SW480 DNA re-replication, Hoechst DNA content imaging, 48 h; Potency, µM (highest dose often 46.1 µM), without a hit: top-dose re-replication activation, actives largely listed as activators; actives 1.8% (n = 340,000); AID 624297; also: % of control where 0% means no effect; nearly all actives have a fitted effect of over 55% in size
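Image-based read-out: total Hoechst fluorescence of nuclei (405 nm excitation, 500-530 nm emission), with hits raising the fraction of high-intensity nuclei. SW480 colon cells incubated 48 hr with compounds at 37 C.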
An asterisk follows results filed as active; ? = inconclusive; nt = not tested or not shown; [ ] = remark or other dose. Calls follow the shape of the dose curve; as a rule, active = well fitted curve in the direction sought with a large enough effect; inconclusive = small, poorly fitted or top-dose-only effect, or another doubt; inactive = no such curve, though single readings can be large; an effect the other way counts as inactive or inconclusive. Potency is read from the fitted curve at half-maximal effect.

1	CCN(C(=O)COC(=O)/C(C#N)=C/c1ccc(OC)cc1)C1CCS(=O)(=O)C1 (stereo not given)
2	Cc1cccc(NC(=O)/C=C/c2ccc([N+](=O)[O-])s2)c1
3	COc1ccc2[nH]cc(CCn3ccc(O)c(C/C=C/c4ccccc4)c3=O)c2c1
4	Cc1ccc([C@@H]2C[C@H]3[C@@H](CN2S(=O)(=O)c2ccc(C)cc2)C(=O)C[C@@H](c2ccc(Cl)cc2)N3S(=O)(=O)c2ccc(C)cc2)cc1
5	C/C(N)=C(/C#N)C(=O)COC(=O)c1cccc(O)c1
6	CCC(C)Nc1nc(OC)nc(N(C)C#N)n1 (stereo not given)
7	CCN1CCN(CC(=O)c2ccc(OC)cc2)CC1
8	CCOc1cccc(-c2nc3cc(C)ccc3o2)c1

Screen / compound no.,1,2,3,4,5,6,7,8
TDP43 rescue,-13%,9%,-5%,?,nt,1%,15%,0%
HT1080NT lethal,-9%,2.9µM*,0%,1%,11%,-1%,2%,12%
HEK293 tox,4%,?,0%,15%,-9%,0%,-21%,36%[activator]
HT1080 IDH1KD tx,0%,4.1µM*,-18%,-3%,7%,0%,1%,20%
GLP-1R inv ag,1%,?,?,1%,12%,51%[activator],12%,28%
KB-V1 MDR tox,?,4.6µM*,?,?,7%,-1%,18%,25%
GLP1R ag,2%,-10%,3%,-1%,-2%,-2%,-1%,15%
KB-3-1 tox,-3%,5.8µM*,-16%,0%,-5%,-4%,-5%,-4%
SW480 rereplic,?,6.5µM*,21%,nt,0%[1.84 µM],1%,-55%[inhibitor],2%

9	CCOc1ccc(OCc2ccc(C(=O)NN)o2)cc1
10	CCC(CC)C(=O)NN(C(=O)c1ccncc1)C1CC(=O)N(c2ccccc2)C1=O (stereo not given)
11	COc1ccc(OC)c(C(=O)CSc2nnc(-c3cccs3)n2C)c1
12	COc1cccc(-c2nc(CS(=O)CC(=O)NCCc3ccccc3)c(C)o2)c1 (stereo not given)
13	CCOC(=O)N1CCN(C(=O)c2ccc(SC)cc2OC)CC1
14	CCOC(=O)c1c(C)nc2c3ccccc3ccn12
15	CC(C)COC(=O)/C(C#N)=C/c1cn(Cc2ccccc2)c2ccccc12
16	CCN(CC)P(=O)(C(NC(=O)OC)C(F)(F)C(F)(F)C(F)(F)C(F)F)N(CC)CC (stereo not given)

Screen / compound no.,9,10,11,12,13,14,15,16
TDP43 rescue,2%,-10%,14%,7%,3%,-1%,9%,7%
HT1080NT lethal,3%,10%,16%,-4%,8%,-18%,?,20%
HEK293 tox,2%,1%,-5%,4%,-18%,21%,9%,-8%
HT1080 IDH1KD tx,-4%,21%,12%,-2%,7%,-18%,-1%,9%
GLP-1R inv ag,?,-7%,13%,3%,6%,-4%,14%,-28%
KB-V1 MDR tox,24%,0%,12%,-17%,12%,0%,18%,?
GLP1R ag,-5%,14%,-4%,0%,-2%,12%,21%,0%
KB-3-1 tox,-20%,?,19%,2%,11%,-4%,8%,-11%
SW480 rereplic,18%,-5%,-8%,5%,-8%,-2%,11%,4%

17	O=C(Nc1ccc(F)cc1)N1CCN(C/C=C/c2ccccc2)CC1
18	CCn1c(NC(C)=O)c(-c2ccccc2Cl)c(=O)c2ccccc21
19	COc1ccc(-c2nc(N)nc(C(F)(F)F)c2-c2csc(C)n2)c(O)c1
20	CCCC[n+]1c(-c2ccc(Cl)cc2Cl)csc1Nc1ccccc1
21	CCOCCC(=O)Nc1ccc2c(c1)c(=O)n(C)n2-c1ccccc1F
22	COc1ccc(N2CC(C(=O)Nc3nnc(SCC(=O)Nc4ccc(NC(C)=O)cc4)s3)CC2=O)cc1 (stereo not given)
23	Cc1ccc(NC(=O)CSc2nnc(CNC(=O)c3ccco3)o2)cc1
24	O=C(C1=NN[C@@H]2C(=O)N(c3cccc(C(F)(F)F)c3)C(=O)[C@H]12)c1ccc2ccccc2n1

Screen / compound no.,17,18,19,20,21,22,23,24
TDP43 rescue,-6%,-14%,-13%,27%,21%,11%,8%,15%
HT1080NT lethal,-11%,3%,6%,-12%,17%,7%,5%,14%
HEK293 tox,-20%,2%,-9%,6%,-12%,1%,4%,-2%
HT1080 IDH1KD tx,-4%,1%,-2%,0%,7%,7%,3%,9%
GLP-1R inv ag,?,18%,-22%,?,-5%,-10%,13%,1%
KB-V1 MDR tox,-23%,1%,?,?,2%,19%,7%,0%
GLP1R ag,5%,-2%,-3%,-1%,5%,-1%,3%,-6%
KB-3-1 tox,-2%,-5%,?,-22%,0%,-1%,9%,13%
SW480 rereplic,-5%,27%,4%,1%,nt,nt,7%,-2%

25	Cc1nnc(SCC(=O)Nc2ccc3c(c2)OCO3)o1
26	Cc1ccc2nc3c(cc2c1)c(NC(=O)c1ccco1)nn3CC(C)C
27	COc1cc(C2C(C(C)=O)=C(C)Nc3ncnn32)ccc1O (stereo not given)
28	O=C(CNC(=O)c1ccccc1F)NNC(=O)c1ccccc1O
29	Cc1cccc(NCc2ccccc2O)c1
30	CCOc1ccccc1NC(=O)CSc1ccc(-c2ccco2)nn1
31	Cc1ccc(Cl)cc1Nc1nn2c(=O)c3ccc(C(=O)NC4CCCCC4)cc3nc2s1
32	Cc1cc(C(=O)NC2CC(C)(C)Cc3c2cnn3-c2ccc(F)cc2)no1 (stereo not given)

Screen / compound no.,25,26,27,28,29,30,31,32
TDP43 rescue,2%,7%,6%,-10%,22%,?,14%,25%
HT1080NT lethal,8%,12%,4%,0%,-2%,10%,nt,3%
HEK293 tox,-7%,26%,2%,-5%,-6%,11%,-1%,-1%
HT1080 IDH1KD tx,6%,9%,6%,-2%,-13%,13%,nt,-5%
GLP-1R inv ag,3%,17%,9%,-18%,?,-16%,-7%,?
KB-V1 MDR tox,20%,-8%,10%,20%,17%,?,0%,-16%
GLP1R ag,-1%,12%,0%,1%,1%,7%,nt,8%
KB-3-1 tox,-16%,6%,12%,-8%,-1%,16%,7%,-5%
SW480 rereplic,-5%,?,-2%,-125%[inhibitor],1%,-18%,nt,-6%

33	COC(=O)c1c[nH]n2c(=O)c(C(C)C)c(C)nc12
34	CCOC(=O)C1CCN(c2c(NCCCN(CC)c3ccccc3)c(=O)c2=O)CC1
35	O=c1c2ccccc2nc(-c2ccco2)n1Cc1ccccc1
36	O=C1C2C(C(=O)N1/N=C/c1cc(Br)cc([N+](=O)[O-])c1O)C1C=CC2C12CC2 (stereo not given)
37	Cc1ccc(NS(=O)(=O)c2ccc(NC(=O)c3ccccc3C(=O)O)cc2)c(C)c1
38	O/N=C/c1cn(-c2ccc(Cl)cc2)nn1
39	CC(=O)Nc1ccc(OCC=C(Cl)Cl)cc1
40	CCc1sc(NC(=O)c2cc3ccccc3oc2=O)nc1-c1cccs1

Screen / compound no.,33,34,35,36,37,38,39,40
TDP43 rescue,-14%[1.82 µM],-18%,26%,-78%[inhibitor],13%,13%,11%,12%
HT1080NT lethal,6%,9%,3%,-27%,?,2%,3%,21%
HEK293 tox,1%,-7%,-13%,?,1%,8%,-11%,7%
HT1080 IDH1KD tx,1%,3%,-8%,-27%,1%,8%,-10%,19%
GLP-1R inv ag,7%,0%,?,?,-20%,97%[activator],-3%,19%
KB-V1 MDR tox,27%,-2%,-20%,?,13%,?,-12%,-2%
GLP1R ag,1%,-14%,?,-6%,0%,23%,-5%,0%
KB-3-1 tox,4%,0%,-8%,-28%,24%,5%,8%,-1%
SW480 rereplic,0%,0%,4%,-3%,-11%,1%,2%,2%

Part of the list above, reduced to KB-V1 MDR tox and GLP-1R inv ag.
nr | structure | KB-V1 MDR tox | GLP-1R inv ag
37 | Cc1ccc(NS(=O)(=O)c2ccc(NC(=O)c3ccccc3C(=O)O)cc2)c(C)c1 | 13% | -20%
36 | O=C1C2C(C(=O)N1/N=C/c1cc(Br)cc([N+](=O)[O-])c1O)C1C=CC2C12CC2 (stereo not given) | ? | ?

New compounds follow:
41	Cc1cc(NC(=O)CCC(=O)N(c2ccccc2)C2(C(=O)NC3CCCCC3)CCCC2)no1
42	Cc1ccc2cc(CN(CCN3CCCC3)C(=O)Nc3ccc(F)cc3)c(=O)[nH]c2c1C
43	NS(=O)(=O)c1ccc(CCNC(=O)c2nc(CS(=O)(=O)c3ccc(Cl)cc3)no2)cc1
44	COCCn1c(=NC(=O)CSC(C)=O)sc2cc(OC)ccc21
45	CC1=CC(c2ccccc2)n2nc(N3C(=O)C4CC=CCC4C3=O)nc2N1 (stereo not given)
46	O=C(c1ccc(F)c(F)c1)N1CCCc2ccccc21
47	O=C(CSc1nccc(=O)[nH]1)Nc1ccc(Oc2ccccc2)cc1

Screen / compound no.,41,42,43,44,45,46,47
TDP43 rescue,-20%,-5%,9%,?,8%,13%,13%
HT1080NT lethal,-6%,23µM*,1%,10%,13%,2%,3%
HEK293 tox,-16%,?,-7%,-19%,79%[activator],2%,-1%
HT1080 IDH1KD tx,-6%,?,0%,-3%,15%,3%,0%
GLP-1R inv ag,?,?,6%,-12%,-1%,-25%,1%
KB-V1 MDR tox,?,-25%,?,-23%,19%,?,0%
GLP1R ag,5%,4%,-2%,-3%,1%,-1%,-6%
KB-3-1 tox,-16%,-16%,20%,-29%,4%,6%,21%
SW480 rereplic,7%,0%,-1%,-9%,-4%,?,-10%

Exported field by field: 2 of the compounds above
2) Cc1cccc(NC(=O)/C=C/c2ccc([N+](=O)[O-])s2)c1
  TDP43 rescue: 9%	HT1080NT lethal: 2.9µM*	HEK293 tox: ?	HT1080 IDH1KD tx: 4.1µM*	GLP-1R inv ag: ?	KB-V1 MDR tox: 4.6µM*	GLP1R ag: -10%	KB-3-1 tox: 5.8µM*	SW480 rereplic: 6.5µM*
3) COc1ccc2[nH]cc(CCn3ccc(O)c(C/C=C/c4ccccc4)c3=O)c2c1
  TDP43 rescue: -5%	HT1080NT lethal: 0%	HEK293 tox: 0%	HT1080 IDH1KD tx: -18%	GLP-1R inv ag: ?	KB-V1 MDR tox: ?	GLP1R ag: 3%	KB-3-1 tox: -16%	SW480 rereplic: 21%

High-throughput results (PubChem)
